PfHsp90 yeast 2 = reduces growth (ATP signal) of yeast expressing P. falciparum Hsp90. 0.32% of 310,000 active. inhibition, % at 9.4 µM. AID 504621. S. cerevisiae expressing PfHsp90, BacTiter-Glo ATP, 48 h; yeast lacking PDR1 and PDR3 efflux regulators;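 active means every replicate shows inhibition above about 80%, whatever the replicate mean, limit read from the data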;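 further: 0% = DMSO neutral controls and 100% = 20 µM radicicol positive controls; yeast relying on Plasmodium falciparum Hsp90 in place of its own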
MOR-DOR inv ag = inverse agonist of human OPRM1-OPRD1 heterodimerization. P35372+P41143. 0.21% of 340,000 active. AID 504357. inhibition, % at 9.3 µM. cell-based MOR-DOR heterodimer luminescence, inverse agonism; in the data active means inhibition above about 22%, passing the limit was not always enough;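 further: 0% = cells with DMSO and 100% = wells without cells with DMSO; values of inactives mirror those of a sister screen read the other way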
AddAB inh = less growth of phage-infected E. coli with AddAB; inhibition, % at 11.9 µM; E. coli expressing H. pylori AddAB, absorbance growth; 0.29% of 330,000 active; in the data active means inhibition above about 12%;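 further: 0% = vehicle wells of infected cells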
MOR-DOR ag = OPRM1-OPRD1 heterodimerization agonism; P35372+P41143; cells, luminescence; activation, % at 9.3 µM; 0.3% of 340,000 active; AID 504326; in the data active means activation above about 18%;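 further: 0% = vehicle-treated cells and 100% = reference agonist; values of inactives mirror those of a sister screen read the other way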
phage Ecoli inh = E. coli growth loss with phage present. growth absorbance. inhibition, % at 11.9 µM. 0.26% of 360,000 active. AID 651602; in the data active means inhibition above about 11%
PKA-R1A act = PKA-R1A complex activation; P00514+P68181; activation, % at 11.4 µM; 0.083% of 340,000 active; PKA-R1A dissociation, Cy5-IP20 fluorescence polarization; scaled: DMSO 0%, 113 µM cGMP 100%; AID 504707;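 active means percent activation above the mean of all tested compounds plus 3 SD, cut at about 19% in these data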;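 further: higher means more PKAc released from R1A so a rise in polarization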
E coli growth = counter-screen for AddAB inhibitors: E. coli growth inhibition | E. coli V3065 growth, OD600 absorbance, 18 h | inhibition, % at 11.9 µM | 0.27% of 330,000 active | AID 449728;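 active means inhibition above the campaign's mean inhibition across all tested compounds plus 3 SD, cut at about 9.9% in these data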;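 further: uninfected addAB+ strain grown without phage in ampicillin broth; 0% = DMSO wells and 100% = ciprofloxacin 0.95 µg/ml wells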
HTR5A ag = HTR5A agonism, opioid heterodimer counter-screen; P47898; HTR5A agonist assay, luminescence, cell-based; activation, % at 9.3 µM; 0.61% of 340,000 active; AID 504692; in the data active means activation mostly above about 9.5%, no sharp cut-off; inactive means mostly below about 7.6%;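 further: 0% = cells with vehicle only and 100% = reference agonist; strong numbers were not always called active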
Target sequence (P47898 whole entry, looked up): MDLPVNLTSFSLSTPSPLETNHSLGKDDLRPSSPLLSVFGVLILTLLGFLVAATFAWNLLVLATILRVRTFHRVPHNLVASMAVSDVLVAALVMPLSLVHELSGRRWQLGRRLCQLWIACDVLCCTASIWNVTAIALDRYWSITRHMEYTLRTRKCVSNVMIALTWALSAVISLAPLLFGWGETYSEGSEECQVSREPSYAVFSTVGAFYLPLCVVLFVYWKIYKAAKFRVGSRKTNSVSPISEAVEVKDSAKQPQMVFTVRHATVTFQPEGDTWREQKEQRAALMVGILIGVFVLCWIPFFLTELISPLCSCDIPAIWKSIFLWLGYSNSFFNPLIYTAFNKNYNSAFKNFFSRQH
HTR5A inv ctr = counter-screen for OPRM1-OPRD1 inverse agonists: human HTR5A inverse agonism; 0.083% of 340,000 active; HTR5A cell line, luminescence; AID 504634; inhibition, % at 9.3 µM; P47898; in the data active means inhibition mostly above about 23%, no sharp cut-off; inactive means mostly below about 18%;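 further: 0% = cells with DMSO and 100% = no-cell wells with DMSO; some compounds called inactive have numbers as strong as hits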
Pemphigus Ab inh = inhibitors of pemphigus antibody binding to human desmoglein-3 | P32926 | DSG3-coupled beads, scFv-anti-DSG3-GFP binding, flow cytometry; hits give low values | binding (percent of control), % at 10 µM | 0.48% of 310,000 active | AID 588358;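 active means binding more than 3 SD below its plate's average and above zero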;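 further: hits lower antibody fragment binding to DSG3; some compounds called inactive have numbers as strong as hits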
Mot1-301 SUMO = SUMOylation pathway inhibition by Mot1-301 growth rescue; S. cerevisiae Mot1-301 growth rescue, ATP luminescence, 38.5C; percent above DMSO median, 100 means doubled; growth rescue, % at 18.8 µM; 1% of 320,000 active;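 active means every valid replicate shows activation above 250% relative to neutral control wells; inactive means the rest, any valid replicate at or below 250%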;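 further: OY570 slx delta 5 strain wells were the positive control but not used for scaling; some compounds called inactive have numbers as strong as hits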
The depositor's hits bear a star; . = no result given.

SMILES	PfHsp90 yeast 2	MOR-DOR inv ag	AddAB inh	MOR-DOR ag	phage Ecoli inh	PKA-R1A act	E coli growth	HTR5A ag	HTR5A inv ctr	Pemphigus Ab inh	Mot1-301 SUMO
CCOC(=O)CSCCOc1ccc(C=C2C(=O)NC(=O)NC2=O)cc1OC	19	.	4.3	.	5.4	.	0.6	.	.	105	-30
CC(=NCCN1CCCCC1)c1c(O)n(-c2ccccc2)c(=O)[nH]c1=O	36	0	3.5	0.1	1.5	-6	-1.4	7	-18	.	5
Cc1cc(OCC(=O)OC(C)C)c2c3c(c(=O)oc2c1)CCCC3	-20	-26	1.1	4.8	2.4	-2	-1.8	5	-13	105	-4
COc1cccc(CCNCc2ccc(SC)cc2)c1	-25	3	3.4	-0.6	1.2	-10	3.1	2	-6	113	-5
CN(C)CC1CSCCC1(O)c1ccc(C(F)(F)F)cc1 (centres undefined)	-9	16	2.6	-3.0	4.3	5	2.0	3	-6	81	-2
CCN1C(=O)NC(=O)/C(=C\c2cn(CC(=O)N3CCCCC3)c3ccccc23)C1=O	10	-1	4.6	0.2	-0.8	11	-3.0	0	1	94	0
Cc1cccc(N2C(=O)NC(=O)/C(=C/c3ccc(N4CCOCC4)cc3)C2=O)c1	.	4	-0.6	-0.8	0.6	4	0.0	-4	-1	111	-6
COCCO[C@H]1CC[C@@]2(C)C(=CCC3C2CC[C@@]2(C)C3CC[C@]2(C)O)C1 (some centres undefined)	-31	-14	-1.6	2.8	0.6	1	-0.3	3	-13	112	-4
S=P(NCCNP(=S)(N1CC1)N1CC1)(N1CC1)N1CC1	.	12	.	-2.4	-0.2	1	.	4	-14	95	.
O=C(c1ccccc1F)c1cn(CC(=O)N2CCCCC2)c2ccccc12	20	10	1.4	-1.8	4.7	0	-0.8	1	13	100	-1
COC(=O)C1=C(c2ccccc2OCc2ccccc2)C[C@@H]2CC[C@H]1N2C(=O)NCCOc1ccccc1	4	-20	1.8	3.4	1.7	-1	2.0	3	-9	.	-5
CC12CCC3C(CCC4CC(=O)OCC43C)C1CCC2O (centres undefined)	9	-4	.	0.7	3.9	-2	.	8	-32	118	.
CCCC[N+]12CCC(CC1)C(=C(c1ccccc1)c1ccccc1)C2	-9	13	2.4	-2.6	2.4	-14	-0.2	3	10	81	-10
CCN1CCN(c2nc3c(c(=O)[nH]2)CCC3)CC1	-2	-7	0.5	1.3	-1.0	8	0.6	-7	4	115	3
CCOP(=S)(OCC)Oc1cc(C)oc(=O)c1Cl	8	18	5.4	-3.6	-0.3	-5	-1.8	4	22	112	-26
CCCCn1c(O)c(C(CC)=NCc2cc(OC)cc(OC)c2)c(=O)[nH]c1=O	7	-1	-0.9	0.1	2.4	-4	0.6	-4	13	106	2
CCN(CC)C(=O)c1ccc(NC(=O)COc2ccc([N+](=O)[O-])cc2Cl)cc1	-29	-1	4.0	0.2	3.8	-8	2.2	6	-21	107	-8
OC(CCNCCc1c[nH]c2ccccc12)C(F)(F)Cl (centres undefined)	2	7	-0.8	-1.6	4.0	-2	1.1	0	1	.	1
CC(=NCCCO)c1c(O)[nH]c(=O)[nH]c1=O	.	.	1.7	.	0.4	.	0.7	.	.	104	2
O=C(COc1ccc(Br)cc1)N1CCN(C2CCCC2)CC1	5	5	1.7	-1.3	5.0	1	1.4	-2	4	.	134
COc1cc(/C=C/[N+](=O)[O-])ccc1OC(=O)c1cccnc1	109*	5	.	-1.0	0.8	-12	.	-4	16	98	2
Cc1cccc(N2C(=O)NC(=O)/C(=C\c3ccc4c(c3)CCCN4Cc3ccccc3)C2=O)c1	19	-5	2.4	1.0	0.5	-3	-0.3	1	-5	634	24
C=C1C2[C@H](OC(C)=O)[C@@H]3CC(=O)[C@]4(C)OC[C@@]3(C)[C@@]4(O)[C@@H](OC(C)=O)[C@H](OC(C)=O)[C@@]2(COC(=O)c2ccccc2)[C@@H](OC(C)=O)C[C@@H]1O (some centres undefined)	-6	12	6.0	-2.3	4.8	-14	-1.0	3	7	104	42
CCCNS(=O)(=O)c1ccc(OCC(=O)N2CCN(Cc3ccc4c(c3)OCO4)CC2)c(C)c1	3	-8	-0.8	1.3	3.2	-6	-0.3	-1	2	102	125
O=[N+]([O-])c1ccc(O)c([N+](=O)[O-])c1	-7	12	-5.1	-2.1	4.1	6	-2.3	1	-3	92	-7
(further entries)
SMILES	PfHsp90 yeast 2	MOR-DOR inv ag	AddAB inh	MOR-DOR ag	phage Ecoli inh	PKA-R1A act	E coli growth	HTR5A ag	HTR5A inv ctr	Pemphigus Ab inh	Mot1-301 SUMO
C=CCOC(=O)C1=C(C)OC(N)=C(C(=O)OCC)C12C(=O)N(CC(N)=O)c1ccccc12 (centres undefined)	1	-34	1.5	6.8	1.9	5	-0.9	4	-12	98	-1
O=C(Nc1c(F)cc(F)cc1F)c1cccn(Cc2ccccc2)c1=O	-3	1	0.7	-0.2	4.2	-3	2.2	4	-10	103	-16
CC(=O)Nc1ccc(OC(=O)N(C)c2ccccc2)cc1	4	17	3.0	-3.2	3.3	0	4.7	0	-1	100	-15
CCCCn1c(O)c(C(C)=NCCN2CCCCC2)c(=O)[nH]c1=O	.	17	-1.6	-3.6	2.0	3	0.8	-6	12	106	-4
O=C1NC(=O)C(=Cc2ccc(-c3ccccc3[N+](=O)[O-])o2)C(=O)N1	-4	9	0.4	-1.8	-0.1	2	1.2	-9	-8	103	-6
O=C(CSC1c2ccccc2-c2ccccc21)N/N=C/c1ccc(C(=O)O)cc1	9	16	3.6	-3.4	1.4	4	-1.3	0	-23	109	26
CC(=O)c1cc(C(C)=O)c(C)[n+](C)c1C	4	19	1.0	-3.8	2.5	-2	-0.7	3	-16	.	195
Cc1ccc(Cn2c(C)c3cnn(CC(=O)N4CCC5(CC4)OCCO5)c(=O)c3c2C)cc1	8	-5	0.9	0.8	0.2	-4	-0.2	1	-1	94	-19
O=C(c1ccc(N2CCCCCC2)c([N+](=O)[O-])c1)N1CCC2(CC1)OCCO2	4	3	6.0	-0.6	1.9	3	1.9	4	-33	.	-5
CN1CCN(C(=O)COc2ccc(N(C)S(=O)(=O)c3ccc(F)cc3)cc2)CC1	13	10	-0.3	-1.9	2.1	-5	-1.3	-1	3	107	5
CSc1nc(NC(C)C)nc(NC(C)C)n1	.	10	.	-2.1	1.3	-3	.	2	-10	96	.
O=P(O)(O)CN1CCNCCN(CP(=O)(O)O)CCNCC1	5	15	.	-3.3	3.7	3	.	6	-25	88	.
CN1C(=O)N(C)C(=O)C2(Cc3cc([N+](=O)[O-])ccc3N3CCN(C(=O)c4ccccc4)CC32)C1=O (centres undefined)	-14	15	2.3	-2.4	0.6	1	-0.9	2	6	96	18
O=[N+]([O-])c1cccnc1N1CCCNCC1	-5	11	-1.9	-2.1	-0.9	-5	0.6	2	-7	87	-6
C[C@H](NC(=O)N1C[C@H]2C[C@@H](C1)c1cccc(=O)n1C2)C(=O)Nc1ccc(F)c(F)c1	18	18	2.0	-3.6	1.8	1	0.5	4	-2	105	-14
O=C(COC(=O)Cc1ccccc1)NC(=O)NC1CCCCC1	.	-20	-1.0	3.8	4.1	-3	-0.9	2	-4	102	10
Cc1ccc2c(c1)C1CN(C)CCC1N2C(=O)c1ccc(Br)o1 (centres undefined)	2	.	6.4	.	2.1	10	3.0	.	.	110	-10
CC(=O)C1(O)CCC2C3CCC4=C(Cl)C(=O)CCC4(C)C3CCC21C (centres undefined)	8	-10	.	1.9	2.5	-1	.	0	-1	115	.
O=C1CC(=O)N(Cc2ccccc2)C(=S)N1	3	-8	5.6	1.0	0.0	-10	-1.5	-3	-5	100	-22
Nc1nonc1C(=O)N/N=C/c1ccc([N+](=O)[O-])o1	-22	-45	17*	6.3	18*	-11	8.5	1	-3	88	16
CC(NCc1ccc(Cl)cc1Cl)C(O)c1ccccc1 (centres undefined)	-19	-33	1.8	5.7	4.3	-21	0.0	2	8	103	29
O=C1C=CC(=O)C=C1	2	1	0.0	-0.2	2.6	-3	0.9	3	-36	126	.
O=c1[nH]c(=O)n(C2CCCCCC2)c(O)c1C=NCCCN1CCOCC1	0	-2	2.5	0.4	3.9	5	-1.4	3	2	100	173
CC12Cc3cn[nH]c3C=C1CCC1C2CCC2(C)C1CCC2(C)O (centres undefined)	.	10	.	-1.8	-4.6	-2	.	-3	9	91	.
C=CCn1c(O)c(/C=C2\C=Nc3ccccc32)c(=O)[nH]c1=O	.	.	0.1	.	0.9	.	-0.1	.	.	108	15
(further entries)
SMILES	PfHsp90 yeast 2	MOR-DOR inv ag	AddAB inh	MOR-DOR ag	phage Ecoli inh	PKA-R1A act	E coli growth	HTR5A ag	HTR5A inv ctr	Pemphigus Ab inh	Mot1-301 SUMO
COc1cccc(OCC(=O)N2CCN(C)CC2)c1	11	-12	0.1	1.9	-0.3	-6	0.4	-4	12	80	33
Nc1ncc(P(=S)(N2CCOCC2)N2CCOCC2)s1	15	17	1.6	-4.0	1.1	-8	-0.3	0	17	97	-2
CNC(=O)Oc1cccc(-c2cn3cc(Cl)ccc3n2)c1	16	-21	-0.3	3.2	0.4	-17	-0.2	-4	-14	99	-33
C=CCN1C(=O)NC(=O)/C(=C/c2ccc(OC)c(COc3ccc(NC(C)=O)cc3)c2)C1=O	-1	13	4.3	-2.6	1.4	-3	-0.7	4	-15	.	1
Cc1ccc(Cn2cc(C=O)c(-c3ccc(C)cc3)n2)cc1	9	-33	4.8	6.4	3.6	3	-0.9	2	-16	108	83
CCc1ccccc1NC(=O)N1C[C@H]2C[C@@H](C1)c1cccc(=O)n1C2	2	13	3.5	-2.6	3.1	4	2.0	2	-13	104	124
O=C(Cn1cc(C=C2C(=O)NC(=O)NC2=O)c2ccccc21)NCC1CCCO1 (centres undefined)	-14	2	2.1	-0.3	-0.7	-1	-3.3	-8	19	85	25
O=c1c2ccccc2nc(/C=C/c2ccccc2)n1-c1ccccc1O	4	-262	1.8	58*	2.5	-3	2.1	-1	2	101	-7
O=C1CN=C(c2ccccc2)c2c(sc3c2CCCC3)N1	10	-2	-0.5	0.3	1.9	5	-0.3	-1	4	97	-15
N#Cc1cc2c(nc1SCC(=O)Nc1ccc(Cl)cc1)C1CCN2CC1	5	-4	-6.9	0.8	4.7	-6	-3.3	12*	-2	105	-5
CP(=O)(Nc1ccccc1)C(Cl)(Cl)Cl (centres undefined)	7	14	1.5	-2.8	1.7	-6	1.0	-5	30	104	2
O=c1[nH]c(=O)n(CCC2=CCCCC2)c(O)c1/C=N/N1CCOCC1	-18	16	1.7	-3.3	2.7	0	-1.7	-2	4	.	-5
Clc1ccc2nc3c(c(-c4ccccc4)c2c1)CNCC3	5	8	6.5	-1.6	4.7	3	0.6	7	15	99	-7
Cc1sc2ncn(CC(=O)N3CCC4(CC3)OCCO4)c(=O)c2c1C	-32	21	-1.4	-3.7	2.4	2	2.5	-3	7	102	-15

Screening data (PubChem)

Only part of the results is shown; the hit share may differ from the screen's.
